SIRT5 inh: sirtuin-5 (human) deacylase inhibition; Q9NXA8; Purified SirT5, succinyl-peptide AMC, trypsin-coupled fluorescence; inhibition, % at 15 µM; hit rate 1.1% among 330,000; in the data active = inhibition above about 15%; inconclusive = no clear call, values can overlap the other calls
Target sequence (Q9NXA8 whole entry, looked up): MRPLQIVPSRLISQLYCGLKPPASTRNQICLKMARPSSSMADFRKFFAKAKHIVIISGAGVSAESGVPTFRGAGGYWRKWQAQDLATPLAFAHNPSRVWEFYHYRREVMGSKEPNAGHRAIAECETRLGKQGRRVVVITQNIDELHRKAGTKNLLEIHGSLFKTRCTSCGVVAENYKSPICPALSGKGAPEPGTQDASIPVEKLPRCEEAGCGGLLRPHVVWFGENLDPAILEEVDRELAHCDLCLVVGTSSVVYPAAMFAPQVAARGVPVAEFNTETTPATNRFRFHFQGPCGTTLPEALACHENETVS
Casp6 inh: caspase-6 (human) enzyme inhibition; purified caspase-6, Z-VEID-R110 cleavage fluorescence; inhibition, % at 12.5 µM; hit rate 0.53% among 350,000; AID 686996;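 active = mean inhibition across replicates at least about 35%, with every replicate also reaching that limit, limit read from the data; inconclusive = only one of the two criteria met; inactive = neither criterion met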;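 note: 0% = median of neutral control wells and 100% = no fluorescence left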
Target sequence (P55212 24-179 limits assumed): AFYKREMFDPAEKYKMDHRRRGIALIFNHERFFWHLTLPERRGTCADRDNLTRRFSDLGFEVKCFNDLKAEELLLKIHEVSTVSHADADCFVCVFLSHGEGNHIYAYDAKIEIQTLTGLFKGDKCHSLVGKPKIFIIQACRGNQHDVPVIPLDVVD
Target sequence (P55212 194-293 limits assumed): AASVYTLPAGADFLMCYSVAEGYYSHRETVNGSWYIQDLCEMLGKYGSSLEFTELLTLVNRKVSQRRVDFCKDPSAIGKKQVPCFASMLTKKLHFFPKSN
DENV2 CPE: protects cells from dengue virus 2 cytopathic effect | DENV2-infected cells, cytopathic effect rescue, plate reader | CPE inhibition, % at 9.99 µM | hit rate 1.7% among 350,000; in the data active = CPE inhibition above about 20%, passing the limit was not always enough; inconclusive = no clear call, values can overlap the other calls; tested in BHK-21 cells;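 note: 0% = median of neutral control wells and 100% = median of positive control wells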
LGR2 antag: inhibitors of bursicon-induced Drosophila LGR2 receptor cAMP signaling; hit rate 0.35% among 380,000; HEK293 LGR2, CRE-luciferase, bursicon-stimulated, 4 h; inhibition, % at 9.99 µM;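 active = drop in luminescence signal, shown as inhibition above about 50% in the replicate tests, limit read from the data, passing the limit was not always enough; inconclusive = probably only some replicates passing the limit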;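 note: agonist challenge used bursicon conditioned medium at about half maximal strength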
PAX8 inh HTS: lowers PAX8-driven luciferase in RMG-I cells; RMG-I TPO-luciferase reporter, SteadyGlo, 24 h; inhibition, % at 12.6 µM; hit rate 1.2% among 360,000; AID 652154;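 active = mean replicate inhibition at least 60% with every replicate also reaching 60%; inconclusive = only one of the two criteria is met; inactive = mean below 60% and not all replicates reaching 60%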;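 note: luciferase light reporting Pax8 driven TPO promoter activity; plate controls were median of neutral control wells for no effect and mitoxantrone controls for full effect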
ARNT TACC3 PPI: ARNT/TACC3 interaction disruption. hit rate 0.66% among 390,000. AlphaScreen His-ARNT PAS-B/GST-TACC3 binding, luminescence; TACC3 fragment carries E629A point mutation. inhibition, % at 9.99 µM;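 active = mean inhibition of replicates at least 50% and at least half of replicates each reaching 50%; inconclusive = half or more replicates reach 50% but mean below 50%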;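 note: 0% = complete ARNT plus TACC3 wells and 100% = ARNT alone without TACC3; many hits fall short of the cut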
EWS-Fli inh: inhibitors of EWS/Fli oncoprotein transcriptional activity; inhibition, % at 12.6 µM; AID 651661; hit rate 0.67% among 350,000; A673 NR0B1-luciferase reporter, viability-normalised;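 active = mean inhibition of at least 50% after viability correction, with every replicate also passing that limit; inconclusive = mean reaches 50% but only one of two replicates passes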;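 note: firefly luciferase signal divided by Alamar Blue viability fluorescence both relative to DMSO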
* hit, by the source's call; ? = inconclusive; . = not tested or not shown.

Order of results: SIRT5 inh	Casp6 inh	DENV2 CPE	LGR2 antag	PAX8 inh HTS	ARNT TACC3 PPI	EWS-Fli inh
> C/C(=N\NC(=S)Nc1c(C)cccc1C)c1ccc(O)cc1
    -3.0	2.1	-1.1	19.0	-4.5	0.1	-10.1
> COc1ccccc1CN1C[C@H](C)[C@H](OC)CN(C)C(=O)c2cc(NC(C)=O)ccc2OC[C@H]1C
    -3.3	.	5.7	-3.3	-9.6	-1.3	-6.0
> CCCCSc1nnc(CSc2ncccn2)n1C
    -6.6	-2.0	?	0.9	-4.7	-23.4	3.5
> COc1cccc(C2/C(=C(\O)c3ccc4c(c3)OCCO4)C(=O)C(=O)N2c2nnc(C)s2)c1 (stereo unspecified)
    5.8	6.2	-0.5	-10.2	-7.5	2.3	-6.4
> COc1ccc(-c2cn3cc(Cl)ccc3n2)cc1OC
    -1.4	-2.3	2.4	-32.6	.	0.0	-360.7
> C[C@H]1CN([C@@H](C)CO)C(=O)c2cc(NS(=O)(=O)c3ccc(Cl)cc3)ccc2O[C@H]1CN(C)Cc1ccc2c(c1)OCO2
    2.2	1.8	-1.6	0.2	13.2	9.9	-3.3
> CC(=O)Nc1ccc2c(c1)C(=O)N(C)[C@@H]1CC[C@@H](CC(=O)NCc3ccccc3Cl)O[C@@H]1CO2
    .	0.9	?	4.1	10.5	-12.0	5.5
> CC(C)c1ccc(C(=O)N2CCCCC2c2cc(C(=O)NCc3cccnc3)no2)cc1 (stereo unspecified)
    -2.6	-0.3	-7.9	-0.1	14.6	.	7.7
> CCC(C(=O)NC1CCCCC1)n1c2ccccc2c2nc(=O)cc(C)n21 (stereo unspecified)
    -4.4	-1.9	-2.1	-3.7	5.4	-2.1	.
> COc1ccc(NC(=O)CN(C)C(=O)c2ccc(=O)[nH]c2)cc1
    -2.7	-0.1	-2.3	3.8	-8.9	-3.5	4.2
> CCCNC(=O)N1CC2(CN(C(=O)c3cccc(F)c3)C2)c2c([nH]c3cc(OC)ccc23)[C@H]1CO
    -4.1	2.9	10.2	-13.9	.	.	-1.6
> COc1ccc(S[C@@H](CCN2CC[C@H](O)CCC2=O)c2ccccc2)cc1
    .	3.3	.	-3.4	-7.7	-1.6	-13.6
> CCc1nc(CN(C)C(=O)C2CCC(=O)N(CCc3cccc(F)c3)C2)no1 (stereo unspecified)
    -0.9	-0.3	-0.7	-2.4	-36.1	-0.9	-18.2
> COc1ccc2[nH]c3c(c2c1)CCN1C(=O)C(CC(=O)NCCN2CCOCC2)C[C@H](C(=O)N2CCCCC2)[C@@]31CCc1ccccc1 (stereo partly specified)
    -2.2	-11.7	0.9	1.2	-3.6	0.1	-1.3
> Cc1noc(C)c1NC(=O)N(C)C[C@@H]1OCCCC[C@@H](C)Oc2ccc(NS(=O)(=O)c3ccc(F)cc3)cc2C(=O)N([C@H](C)CO)C[C@@H]1C
    -2.6	-4.1	-4.2	-21.7	-7.1	2.0	-9.5
> CCOC(=O)N1CCN(CC(O)COc2ccccc2[N+](=O)[O-])CC1 (stereo unspecified)
    0.0	4.8	2.6	6.1	-2.8	-14.4	-9.3
> CCC(=O)Nc1ccc2c(c1)OC[C@@H](C)N(Cc1ccccc1OC)C[C@@H](C)[C@@H](OC)CN(C)C2=O
    3.2	1.6	-13.3	2.9	-6.8	-4.9	6.0
> COc1ccc2c3c([nH]c2c1)[C@@H](CO)N(C(=O)c1ccc(F)cc1)CC31CN(C(=O)Nc2cccc(F)c2)C1
    3.8	0.5	?	-19.6	.	.	0.5
> C[C@H](CO)N1C[C@H](C)[C@H](CN(C)C(=O)CCCN(C)C)OCCCC[C@H](C)Oc2ccc(NS(C)(=O)=O)cc2C1=O
    0.7	-3.2	0.7	4.9	-18.8	-14.0	-0.4
> C[C@@H]1CCCCO[C@H](CN(C)C(=O)Nc2ccccc2)[C@@H](C)CN([C@@H](C)CO)C(=O)c2cc(NC(=O)c3ccncc3)ccc2O1
    1.5	-2.1	-4.7	-2.7	-21.2	2.0	1.3
> O=C(CCCC(=O)c1ccccc1)Nc1ccc(F)cc1
    -1.9	1.8	2.7	-11.9	-19.9	23.2	3.5
> Cc1ccc2[nH]c(C(=O)N3CCN(c4cccc(Cl)c4)CC3)cc2c1
    -4.0	-2.5	4.9	4.0	9.1	4.6	9.3
> O=S(=O)(c1ccc(Cl)cc1)N1CCN(C(=S)NCC2CCCO2)CC1 (stereo unspecified)
    1.0	-1.8	0.3	-1.3	-6.9	-10.0	1.6
> O=C(c1cc(Br)c(Br)s1)N1CCN(c2ccccn2)CC1
    2.9	3.1	-2.8	-5.2	7.6	3.1	1.9
> CCN1C(=O)c2ccccc2S(=O)c2ccc(C(=O)N3CCOCC3)cc21 (stereo unspecified)
    -2.6	3.1	-5.5	-17.8	-3.3	0.4	8.2
> Cc1ccnc(SCc2cc(=O)c(OC(=O)c3ccc(S(=O)(=O)N(C)C)cc3)co2)n1
    .	7.0	-2.2	-2.0	-8.4	2.8	.
> CCCCn1c(N)c(N(CCOC)C(=O)c2cc(-c3ccc(C)cc3)nc3ccccc23)c(=O)[nH]c1=O
    -9.8	2.5	4.7	5.6	24.8	-16.1	4.1
> O=C1NC(=Nc2ccc(Cl)cc2)SC1Cc1cc(Cl)ccc1Cl (stereo unspecified)
    .	.	.	1.5	1.4	-4.3	.
> CCCn1c(=O)c2ccccc2n2c(SCC(=O)c3ccccc3)nnc12
    1.3	0.4	0.5	-5.3	.	-5.6	-0.3
> O=C1CCCn2cc(nn2)COC[C@@H](c2ccccc2)N1
    -3.2	-2.3	4.4	3.8	-7.6	.	-18.2
> O=c1n(Cc2ccccc2)c(O)c2n1Cc1ccccc1N=C2c1ccc(C(F)(F)F)cc1
    -6.3	0.0	-4.0	-1.4	24.4	.	1.8
> C[C@H](CO)N1C[C@H](C)[C@H](CN(C)C(=O)Nc2ccc3c(c2)OCO3)Oc2ncc(/C=C/c3ccccc3)cc2C1=O
    0.5	2.6	-9.9	-1.2	.	35.3	-3.1
> CN(C)CCN(Cc1ccccc1)C(c1cc2ccccc2o1)c1nnnn1C(C)(C)C (stereo unspecified)
    -1.6	3.3	-5.0	-10.6	-9.7	.	4.4
> C#CCN(C[C@@H]1[C@@H](OC(=O)NCC2CCCCC2)[C@@H](OC(=O)NCC2CCCCC2)Cn2c(=O)ccc(=O)n21)S(=O)(=O)c1ccc(C)cc1
    0.2	-1.5	.	72.1*	115.9*	.	38.2
> O=C(CCc1nnc2ccc(N3CCC4(CC3)OCCO4)nn12)Nc1cc(F)ccc1F
    0.4	4.2	-3.1	10.0	8.5	3.8	-6.3
> CC(=O)N[C@H]1CC[C@@H](CCNC(=O)Nc2ccc(C(F)(F)F)cc2)O[C@@H]1CO
    1.1	-182.7	3.7	20.2	-30.9	-28.3	-12.1
> COCCN(C(=O)CCC(=O)Nc1cc(C)on1)C(C(=O)NC(C)(C)C)c1ccc(OC)cc1 (stereo unspecified)
    1.0	2.8	-0.1	-12.7	-6.8	.	-2.6
> CCCCN1C(=O)C(CC(=O)NCc2cccc3ccccc23)CC(C(=O)N(CC)CC)=C1C (stereo unspecified)
    0.9	-2.4	-7.5	4.2	4.4	.	6.4
> O=C(CC1S/C(=N/N=C/c2cccnc2)NC1=O)Nc1ccccc1 (stereo unspecified)
    -2.1	0.7	-4.4	9.6	6.4	3.9	-14.0
> CCc1nc2c(cnn2-c2ccc(F)cc2)c(=O)n1-c1ccc(N2CCC(C)CC2)cc1
    -3.0	-0.6	3.5	5.6	27.9	-1.7	13.0

Next part, starting with the last two of the part before.
Order of results: SIRT5 inh	Casp6 inh	DENV2 CPE	LGR2 antag	PAX8 inh HTS	ARNT TACC3 PPI	EWS-Fli inh
> O=C(CC1S/C(=N/N=C/c2cccnc2)NC1=O)Nc1ccccc1 (stereo unspecified)
    -2.1	0.7	-4.4	9.6	6.4	3.9	-14.0
> CCc1nc2c(cnn2-c2ccc(F)cc2)c(=O)n1-c1ccc(N2CCC(C)CC2)cc1
    -3.0	-0.6	3.5	5.6	27.9	-1.7	13.0
> CCCCN=C1NN=C(c2ccc3c(c2)OCCO3)CS1
    -5.2	-1.8	5.9	35.1	-110.0	2.5	-16.0
> O=C(NCC[C@@H]1CC[C@@H](NS(=O)(=O)Cc2ccccc2)[C@H](CO)O1)C1CC1
    3.2	3.2	0.6	-6.0	33.1	-6.7	-1.0
> CC1=CC(c2ccccc2)n2nc(N)nc2N1 (stereo unspecified)
    .	.	.	-7.2	39.8	.	6.1
> O=C(c1ccc(=O)[nH]n1)N1CCN(S(=O)(=O)c2ccc(C(F)(F)F)cc2)CC1
    -3.2	-2.5	2.4	-9.6	4.1	-8.4	-4.8
> O=C(O)C[C@@H]1C=C[C@H](NC(=O)Nc2cc(F)ccc2F)[C@H](CO)O1
    3.3	-2.7	2.4	-21.8	-5.8	-21.8	9.0
> Cc1ccccc1NC(=O)C1c2cccc[n+]2CC(=O)N1Cc1ccc2c(c1)OCO2 (stereo unspecified)
    -2.4	1.5	0.1	3.4	-3.4	1.0	-0.7
> C[C@@H]1CN([C@@H](C)CO)C(=O)c2cc(NC(=O)Cc3ccccc3)ccc2O[C@@H]1CN(C)C(=O)Nc1ccccc1
    2.1	1.1	4.3	5.7	-12.1	-3.7	-1.5
> CO[C@H]1CN(C)C(=O)c2cc(NC(=O)c3ccc(F)cc3)ccc2OC[C@H](C)N(C)C[C@@H]1C
    -4.2	0.6	-5.1	0.4	-3.3	-10.7	-7.1
> Cc1ccc(CNCc2cccnc2)s1
    0.9	0.2	2.6	-1.5	0.2	-2.9	-21.2
> O=C(C[C@@H]1CC[C@@H]2[C@H](COC[C@H](O)CN2C(=O)Nc2ccc(Cl)cc2)O1)NCc1ccncn1
    0.7	0.6	6.6	-9.4	-14.6	-1.8	-7.7
> CC1CCN(CCOCCOc2ccc(Cl)cc2Br)CC1
    -0.4	6.6	3.6	10.4	.	1.2	-30.1
> Cc1cc(C)n(CCC(=O)N=Nc2c(O)[nH]c3ccc(Br)cc23)n1
    -2.6	12.3	2.3	-7.8	8.0	-1.6	-47.6
> O=c1cc(C(F)(F)F)[nH]c2c(OC(F)(F)F)cccc12
    -1.8	-1.3	-4.8	.	26.7	-3.1	3.3
> CC1CN(C(=O)CCC(=O)NCc2ccc(Cl)cc2)c2ccccc2O1 (stereo unspecified)
    0.0	-2.1	-0.2	10.3	3.4	-3.7	-3.9
> Cc1cccc(NC(=O)Nc2ccccc2)n1
    -0.2	2.0	3.6	-66.8	-127.7	-11.0	-67.8
> C[C@@H]1CN([C@H](C)CO)C(=O)c2cc(NC(=O)CCC(F)(F)F)ccc2O[C@@H](C)CCCCO[C@H]1CN(C)Cc1ccccc1
    2.0	1.8	-0.6	2.6	13.3	2.6	-4.8
> O=C(O)c1cccc(S(=O)(=O)Nc2cccc(S(=O)(=O)N3CCCCCC3)c2)c1
    -1.1	5.1	-2.1	-18.7	-17.2	-2.0	5.4
> C[C@@H]1CCCCO[C@H](CN(C)Cc2ccc(Cl)c(Cl)c2)[C@H](C)CN([C@@H](C)CO)C(=O)c2cc(NS(=O)(=O)c3ccccc3)ccc2O1
    16.0*	-2.2	32.4*	18.9	44.2	7.4	2.6
> Cc1cc(C)n(CCC(=O)Nc2cccc(F)c2)n1
    -1.5	-0.1	-0.9	-1.6	-20.4	-3.3	-5.0
> N#CC1(NC(=O)COC(=O)CSc2ccc(F)cc2)CCCCC1
    6.5	0.2	-0.9	-9.1	1.2	1.5	-1.2
> C[C@H](O)C#Cc1cnc2c(c1)C(=O)N([C@H](C)CO)C[C@@H](C)[C@H](CN(C)C(=O)c1ccncc1)O2
    2.9	-2.0	-15.0	0.7	.	-6.4	-0.8
> COc1cccc(C(=O)N2CCC(C(=O)N3CCN(C)CC3)CC2)c1
    -2.5	-3.6	7.3	3.3	3.3	2.2	-0.4
> O=C(NCc1cccc(F)c1)[C@H]1[C@H](CO)[C@H]2Cn3c(ccc(-c4cccnc4)c3=O)[C@@H]1N2CC1CC1
    -2.0	0.3	0.6	-4.9	-2.2	-0.8	0.8
